Compound activity from PubChem.
GPR151 activ: activators of human GPR151; actives 1% (n = 650,000); activation, % at 11.2 µM; PathHunter beta-arrestin GPR151 cells, luminescence; Q8TDV0; in the data active means activation above about 4.9%;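 further: 0% = median of compound wells and 100% = cells with positive control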
Target sequence (Q8TDV0 whole entry, looked up): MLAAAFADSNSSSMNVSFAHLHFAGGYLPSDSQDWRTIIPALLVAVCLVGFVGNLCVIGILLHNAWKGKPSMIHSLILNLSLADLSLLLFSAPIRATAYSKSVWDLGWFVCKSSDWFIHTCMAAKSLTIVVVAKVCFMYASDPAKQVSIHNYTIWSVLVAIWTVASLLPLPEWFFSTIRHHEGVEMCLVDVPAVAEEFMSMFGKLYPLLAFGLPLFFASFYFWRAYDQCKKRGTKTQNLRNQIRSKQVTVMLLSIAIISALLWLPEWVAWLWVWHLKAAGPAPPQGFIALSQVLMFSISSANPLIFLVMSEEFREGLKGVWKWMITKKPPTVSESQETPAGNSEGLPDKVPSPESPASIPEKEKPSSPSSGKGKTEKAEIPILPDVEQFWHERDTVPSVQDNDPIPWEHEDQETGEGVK
TEAD-YAP inh: TEAD-YAP interaction inhibition. actives 1.4% (n = 640,000). inhibition, % at 9.12 µM. HEK-TIYL cells, TEAD-Gal4/YAP UAS-luciferase luminescence; in the data active means inhibition above about 32%;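 further: 0% = median of test compound wells and 100% = reference inhibitor wells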
FBW7 act: human FBW7 E3 ligase activation, primary screen; Q969H0; AlphaScreen FBW7–phospho-cyclin E peptide binding, activator screen; normalized activity (activation), % at 26.1 µM; actives 0.13% (n = 650,000); AID 1259310; in the data active means normalized activity above about 1.9%;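 further: purified mutant Fbw7 with reduced substrate affinity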
Target sequence (Q969H0 whole entry, looked up): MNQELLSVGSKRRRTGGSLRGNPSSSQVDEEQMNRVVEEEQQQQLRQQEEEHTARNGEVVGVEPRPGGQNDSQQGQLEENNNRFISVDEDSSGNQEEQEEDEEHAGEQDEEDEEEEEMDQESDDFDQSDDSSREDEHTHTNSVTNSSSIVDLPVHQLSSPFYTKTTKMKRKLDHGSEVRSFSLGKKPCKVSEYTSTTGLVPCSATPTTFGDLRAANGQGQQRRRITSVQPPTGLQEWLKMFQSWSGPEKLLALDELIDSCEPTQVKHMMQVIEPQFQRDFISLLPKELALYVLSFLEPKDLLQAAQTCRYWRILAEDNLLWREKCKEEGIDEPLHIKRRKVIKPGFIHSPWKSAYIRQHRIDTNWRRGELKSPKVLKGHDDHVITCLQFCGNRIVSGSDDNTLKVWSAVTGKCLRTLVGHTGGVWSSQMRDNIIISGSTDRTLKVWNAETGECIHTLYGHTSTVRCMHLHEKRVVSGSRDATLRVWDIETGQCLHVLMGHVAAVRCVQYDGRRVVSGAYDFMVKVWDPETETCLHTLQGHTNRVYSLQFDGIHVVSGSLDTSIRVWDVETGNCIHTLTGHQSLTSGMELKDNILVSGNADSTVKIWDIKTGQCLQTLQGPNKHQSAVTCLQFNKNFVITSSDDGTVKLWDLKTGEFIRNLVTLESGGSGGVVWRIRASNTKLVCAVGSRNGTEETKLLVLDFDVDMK
MITF primary: human MITF inhibition, primary screen; AlphaScreen MITF homodimerization, bead proximity signal; O75030; actives 0.91% (n = 650,000); inhibition, % at 2.6 µM; AID 1259374; in the data active means inhibition above about 50%;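 further: 0% = vehicle wells with protein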
* = called active by the depositor. The order is random (roughly 3.4% active in at least one column).

SMILES	GPR151 activ	TEAD-YAP inh	FBW7 act	MITF primary
COC(=O)C1=CN(CCC23CC4CC(CC(C4)C2)C3)C=C(C(=O)OC)C1c1cccc(Br)c1	-0.5	1.5	0.0	4.4
c1cc2c(cc1CNC1=NCCC1)OCO2	1.1	-4.6	0.1	-10.5
O=C(C1CCN(S(=O)(=O)N2CCOCC2)CC1)N1CCCC1	-0.2	3.3	0.6	13.3
O=C(CSc1nc2ccccc2c2nc(CCc3c[nH]c4ccccc34)nn12)NCC1CCCO1 (stereo not drawn)	-1.5	4.6	-0.1	1.3
O=C1c2ccccc2C(=O)N1CC(=O)N1c2ccccc2Sc2ccccc21	-0.2	-0.8	0.1	-2.9
Cc1nnc(SC/C=C/c2ccccc2)[nH]c1=O	-1.4	8.3	0.0	-5.3
CCOc1ccccc1NC(=O)CSc1nc2ccc(OC)cc2cc1C#N	0.2	48.1*	-0.1	-5.3
O=C(Nc1n[nH]c(C(=O)O)n1)c1ccc(Br)cc1	0.1	-0.3	0.0	-3.2
CC(=O)NC(CC(=O)Nc1ccc(OC(F)(F)C(F)F)c(N)c1)c1ccccc1 (stereo not drawn)	-0.8	0.4	0.2	21.4
CCCCCCCCCCCCCCCC(=O)OC[C@H](NC(=O)C(Cl)Cl)[C@H](O)c1ccc([N+](=O)[O-])cc1	-1.1	-3.4	0.0	-19.0
c1cncc(CN2CCc3ccccc3C2)c1	-0.2	7.9	0.4	34.3
N#CCSc1nnc(Cc2ccc([N+](=O)[O-])cc2)o1	-0.4	3.1	0.0	-8.4
CCNC(=S)Nc1c(C)cccc1C	0.3	-1.1	0.1	5.8
O=C(Nc1ccc(C23CC4CC(CC(c5ccccc5)(C4)C2)C3)cc1)c1ccc(-c2ccccc2)cc1	-0.8	-13.9	-0.1	-15.8
C=CCNC(=O)CSc1nnc2nc(C)cc(C)n12	0.0	5.2	0.0	13.7
COc1ccc(-n2nc(C(=O)NCC(=O)N3CCN(c4ccccc4)CC3)c3ccccc3c2=O)cc1OC	0.1	2.9	0.0	11.0
COCCC(=O)NC(C)c1nnc2n1CCN(Cc1c(F)cccc1Cl)CC2 (stereo not drawn)	-0.6	2.1	0.1	3.5
CCN(CC)C(=O)C1CCCN(c2nc(NCCc3ccc(OC)cc3)c3ncn(-c4ccccc4)c3n2)C1 (stereo not drawn)	-0.5	16.8	-0.2	-8.2
CSc1cccc(NC(=O)C2C3C=CC4(O3)C2C(=O)N(CCN2CCCCC2)C4C(=O)NC2CCCCC2)c1 (stereo not drawn)	1.4	-3.7	0.0	-3.1
O=C(NC1CCS(=O)(=O)C1)c1cccc(C(F)(F)F)c1 (stereo not drawn)	0.2	3.0	0.1	0.0
COc1ccccc1NC(=O)c1ncn(-c2ccccc2)n1	0.3	-48.9	0.2	10.0
Cc1ccc2nc(SCCN3CCOCC3)c(C)cc2c1	0.7	-13.4	0.0	9.9
OCCC1CN(Cc2ccc3cccc(F)c3n2)CCN1CCc1ccccc1 (stereo not drawn)	0.3	5.2	0.0	-2.3
Cc1cccc(N=c2c([N+](=O)[O-])nn(-c3ccccc3)n2O)c1C	0.2	-1.4	-0.2	22.9
O=C(COc1ccc(Cl)cc1)Nc1c2c(nn1-c1ccc(F)cc1)CS(=O)C2 (stereo not drawn)	-0.5	7.4	-0.2	12.8
CCOCCn1ccc2c(OCC(=O)NCc3ccc4c(c3)OCO4)cccc2c1=O	-0.1	5.8	-0.1	-8.7
O=Cc1ccc(-c2nccnc2NS(=O)(=O)c2cccc(Cl)c2)cc1	5.0*	9.1	-0.1	7.6
CCOCCn1cnc2sc(C(=O)NCCN3CCOCC3)c(C)c2c1=O	0.0	-10.0	-0.1	-3.6
Cc1nc2nc[nH]n2c(=O)c1NC(=O)c1cncc(Br)c1	-1.1	-1.1	-0.2	5.6
O=C(Nc1cccc(-c2ccco2)c1)C1CCN(C(=O)c2ccoc2)CC1	-0.7	-0.3	0.2	10.6
CC(=O)c1cccc(-c2nc(NCCN3CCOCC3)c3ncn(CCN4CCCC4=O)c3n2)c1	-0.9	-1.2	-0.1	1.4
CCN1CC(CNC(=O)c2cccc(OC3CCN(C(=O)C4CC4)CC3)c2)CC1=O (stereo not drawn)	-0.2	3.2	0.2	14.7
Cc1c(C(=O)N2CC(C)CC(C)C2)sc2ncnc(N(C)c3ccccc3)c12 (stereo not drawn)	-0.4	-1.1	-0.3	-3.4
O=C(CCBr)NC(=O)Oc1cccc(Br)c1	0.0	-0.3	0.3	35.0
COC(=O)c1ccc(Cn2nnc(-c3ccc(C)cc3)n2)cc1	-0.7	-32.8	0.3	-11.5
Cc1ccc(C(=O)NC2CC2)cc1Nc1cc(-c2cnn(C)c2)c(Cl)cn1	-0.5	-2.0	0.3	-2.2
COc1ccccc1C1C2CN(Cc3ccccc3)CC=C2C(C#N)=C(N)C1(C#N)C#N (stereo not drawn)	0.4	7.2	1.9*	3.8
CC(=O)c1ccc(NC(=O)c2ccccc2)cc1	-2.9	-57.3	-0.1	-8.2
O=C(CCc1c[nH]c2ccccc12)Oc1ccc2c(c1)OCO2	-0.3	-3.4	0.1	9.7
COc1ccc(C2=NS(=O)(=O)N(C)C(C(=O)Nc3cccc(C(C)=O)c3)=C2)cc1	3.8	3.3	-0.2	1.3
Cc1c(O)ccc(-c2[nH]ncc2-c2nncn2-c2ccccc2)c1O	-0.6	-1.6	0.1	-11.1
O=C1N[C@@H](CO)C(=O)N2CCN(C(=O)c3cc(Cl)cc(Cl)c3)C[C@H]12	-0.3	2.8	0.7	11.7
Cn1c(=O)cc(N2CCCCC2)n(Cc2ccc(F)cc2F)c1=O	5.7*	-10.1	0.3	-5.6
CCOC(=O)N1CCN(S(=O)(=O)c2ccc3oc(=O)c4ncn(C)c4c3c2)CC1	0.3	-0.6	0.1	18.0
COc1ccc(C)cc1NC(=O)Nc1cc(OC)c(OC)c(OC)c1	0.3	6.7	0.1	5.0
CCCCOC(=O)c1ccc(NC(=O)c2ocnc2C)cc1	0.0	-0.7	-0.2	7.6
CCOc1ccc(-c2cn(-c3ccc(C)cc3)c(SCC(=O)Nc3ccc(C)cc3)n2)cc1	-0.2	-12.4	-0.1	-7.6
O=C(CCl)Nc1ccccc1OC(F)F	0.7	16.1	-0.3	-4.9
Cc1c(NC(=O)C(C)(C)C)cccc1-c1nc2ncccc2o1	0.2	0.6	0.1	12.9
O=C(CN1CCCCC1)N1CCCc2c1c(=O)oc1ccc(OCc3ccccc3)cc21	0.8	14.5	0.9	7.5

In the list so far, these have an NH in an aromatic ring:
SMILES	GPR151 activ	TEAD-YAP inh	FBW7 act	MITF primary
O=C(CSc1nc2ccccc2c2nc(CCc3c[nH]c4ccccc34)nn12)NCC1CCCO1 (stereo not drawn)	-1.5	4.6	-0.1	1.3
Cc1nnc(SC/C=C/c2ccccc2)[nH]c1=O	-1.4	8.3	0.0	-5.3
O=C(Nc1n[nH]c(C(=O)O)n1)c1ccc(Br)cc1	0.1	-0.3	0.0	-3.2
Cc1nc2nc[nH]n2c(=O)c1NC(=O)c1cncc(Br)c1	-1.1	-1.1	-0.2	5.6
O=C(CCc1c[nH]c2ccccc12)Oc1ccc2c(c1)OCO2	-0.3	-3.4	0.1	9.7
Cc1c(O)ccc(-c2[nH]ncc2-c2nncn2-c2ccccc2)c1O	-0.6	-1.6	0.1	-11.1

(listing goes on)
SMILES	GPR151 activ	TEAD-YAP inh	FBW7 act	MITF primary
COc1ccc(Cl)c2sc(N(CCN3CCOCC3)C(=O)c3ccc4c(c3)OCO4)nc12	1.2	-11.1	0.3	-3.5
NC(=O)c1oc2ccccc2c1NC(=O)c1ccc([N+](=O)[O-])o1	0.8	0.7	-0.1	-9.1
C=CCN1C(=O)/C(=C/c2cccs2)S/C1=N/S(=O)(=O)c1ccc(F)cc1	-1.4	1.8	0.0	-12.4
O=C1CSC(c2ccccc2F)N1c1ccc(Cl)c(Cl)c1 (stereo not drawn)	1.9	-13.5	-0.1	-1.6
COC(=O)C(C(=O)Nc1cccc(C)n1)C1CCCC1 (stereo not drawn)	-2.2	-2.5	0.0	-3.2
Cc1cnc(-c2ccc(C(=O)NC3CC3)cc2)nc1NCc1cccnc1	-1.3	10.6	0.3	12.2
Cc1cccc(NC(=O)CS(=O)CC(=O)Nc2ccccc2-c2ccccc2)c1C (stereo not drawn)	3.3	-8.0	-0.2	-2.2
CCc1cc(C)cc(OCC(O)Cn2cnc3ccccc32)c1 (stereo not drawn)	1.1	-9.1	0.0	5.5
CCOC(=O)c1ccccc1NC(=O)c1cc(-c2ccc(OC)c(OC)c2)nc2ccccc12	0.5	6.0	0.1	4.2
O=C(N/N=C/c1ccccc1O)C1CC(=O)N(c2ccc(Br)cc2)C1 (stereo not drawn)	-1.3	7.3	0.0	1.2
CCCCC1=NN2C(=N)/C(=C/c3ccc(OCc4ccccc4)c(OCC)c3)C(=O)N=C2S1	0.7	2.0	0.0	5.0
CC(=O)Nc1ccc(Sc2nc3ccccc3s2)c(Cl)c1	-0.6	-2.2	0.0	-7.8
CC(=O)NC1=NC(=O)/C(=C/c2ccc(OCc3ccccc3F)cc2)S1	-1.4	10.1	0.0	13.1
CCOC(=O)Cc1ccc(N(Cc2ccc(Cl)cc2)S(=O)(=O)c2cc(C)ccc2C)cc1	4.8	-8.1	0.2	9.4
Oc1cccc(C2Nc3cccc4cccc(c34)N2)c1	-2.2	7.6	-0.1	16.1
Cc1ccc(NC(=O)CSc2nnc(NCc3ccccc3)s2)c(C)c1	-0.1	7.8	0.0	8.0
COc1cccc(CN2C(=O)C3C(C(=O)Nc4cccc(SC)c4)C4C=CC3(O4)C2C(=O)NC2CCCCC2)c1 (stereo not drawn)	-0.3	3.6	0.2	11.6
COc1ccc(C(CC(=O)Nc2cc(C)on2)NC(=O)C(F)(F)F)cc1 (stereo not drawn)	0.0	-5.1	-0.2	4.7
CC1CCc2c(sc3nc(SCC(=O)Nc4nccs4)[nH]c(=O)c23)C1 (stereo not drawn)	-0.5	-4.7	0.8	-9.4
COCCSc1nnc(C)n1-c1ccccc1	1.6	0.9	-0.1	12.6
O=C(NCc1cccc(C(F)(F)F)c1)c1cc(NCCN2CCOCC2)nc2ccccc12	-1.1	-2.2	0.3	21.7
COc1ccc(-c2cc(C3CCN(c4cc(Cl)nc(N)n4)CC3)[nH]n2)cc1	3.1	12.6	-0.1	-7.4
O=C(NCCN1CCOCC1)c1ccc2c(Cl)c3c(nc2c1)CCCC3	-0.3	4.5	0.1	15.6
CCn1nnc(NC(=O)COc2ccc(C)cc2)n1	0.4	8.2	0.1	-9.1
CC(C)(C)c1ccc(C(=O)N2CCN(c3ccc([N+](=O)[O-])c(NCc4ccco4)c3)CC2)cc1	3.1	7.8	-0.1	1.1
Cc1ccc([N+](=O)[O-])cc1-n1c(C)cc(C=O)c1C	0.7	8.6	0.7	15.7
O=C(Cc1ccccc1)NCCSc1ncc(-c2ccccc2)[nH]1	-1.1	-12.2	0.0	-1.0
c1ccc(Cc2cn[nH]c2C2CCN(C3CCOCC3)CC2)cc1	0.7	8.6	0.0	7.8
c1ccc(-c2nc(NC3CC3)c3ncn(-c4ccsc4)c3n2)cc1	-0.6	25.2	0.0	-1.5
COC(=O)c1ccc(C)c(S(=O)(=O)N2CCCCC2)c1	-0.1	-12.9	-0.2	-4.4
O=C(Nc1cc(F)ccc1F)C1CCCN(c2ccc(-c3ccc(F)cc3)nn2)C1 (stereo not drawn)	-0.7	3.3	0.3	-1.3
CCOc1ccc(C2C3=C(CC(C)(C)CC3=O)NC3=C2C(=O)CC(C)(C)C3)cc1	-0.5	-1.4	0.2	-14.4
Cc1nc2ccccc2c(=O)n1NC(=O)/C=C/c1ccc([N+](=O)[O-])cc1	-0.7	-6.4	-0.1	-6.5
Cn1c(NC(=O)c2cccc(C(F)(F)F)c2)cc(=O)n(C)c1=O	-1.4	2.0	-0.2	-10.4
Cc1nc(=O)c(-c2ccccc2)c(C)n1-c1ccc(C(=O)O)cc1	-1.4	2.7	0.6	5.1
CCN(CC)c1ccc(C(=O)Nc2nc3ccc4nc(SC)sc4c3s2)cc1	0.5	0.4	-0.2	-3.0
COc1ccc(N(CC(=O)NCCSc2ccccn2)S(=O)(=O)c2ccc(C)cc2)cc1OC	-1.7	1.7	0.7	0.7
COc1cc(/C=C2/C(=N)N3N=C(C(C)C)SC3=NC2=O)ccc1OCCOc1ccc(C)cc1	-0.7	1.6	0.0	10.1
Cn1cccc1CC(=O)NNC(=O)Nc1ccc(Cl)cc1	0.5	-5.2	0.1	-0.4
Nc1cccc2c1C(=O)N(C(=O)c1ccccc1Br)C2=O	2.0	-1.5	0.2	-6.1
O=C(CSc1cccc[n+]1[O-])c1ccc(Cl)s1	0.9	-3.2	-0.2	-14.2
CC1CCN(C(=O)C2=CC(c3cccs3)=NS(=O)(=O)N2C)CC1	5.4*	4.8	-0.2	-6.1
CCCCSc1nnc(CNC(=O)c2ccc(OC)cc2)n1-c1ccc(OC)cc1	1.6	0.8	0.1	-2.2

An excerpt of these results, as labelled records:
> O=Cc1ccc(-c2nccnc2NS(=O)(=O)c2cccc(Cl)c2)cc1
  GPR151 activ: 5.0*	TEAD-YAP inh: 9.1	FBW7 act: -0.1	MITF primary: 7.6
> Cc1cccc(NC(=O)CS(=O)CC(=O)Nc2ccccc2-c2ccccc2)c1C (stereo not drawn)
  GPR151 activ: 3.3	TEAD-YAP inh: -8.0	FBW7 act: -0.2	MITF primary: -2.2
> O=C(CN1CCCCC1)N1CCCc2c1c(=O)oc1ccc(OCc3ccccc3)cc21
  GPR151 activ: 0.8	TEAD-YAP inh: 14.5	FBW7 act: 0.9	MITF primary: 7.5
> CC(=O)Nc1ccc(Sc2nc3ccccc3s2)c(Cl)c1
  GPR151 activ: -0.6	TEAD-YAP inh: -2.2	FBW7 act: 0.0	MITF primary: -7.8
